BLM inh = qHTS Assay for Inhibitors of Bloom's syndrome helicase (BLM) | RecQ-like DNA helicase BLM (Homo sapiens), P54132 | recombinant BLM DNA unwinding, fluorescence dequenching | Potency, µM (top dose mostly 56.1 µM), without a hit: at the top dose activity change, negative = inhibition, most hits filed as inhibitors | 350,000 compounds, 0.2% hits;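 note: plate controls were vehicle for no effect and no enzyme for full effect; nearly all actives have a fitted effect of over 35% in size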
POLK inh = qHTS for Inhibitors of Polymerase Kappa; DNA polymerase kappa (Homo sapiens), Q9UBT6; purified Pol kappa, fluorescent DNA synthesis assay, 10 min; Potency, µM (top dose mostly 107 µM), for inactives: top-dose activity, negative = inhibition, actives largely listed as inhibitors; 400,000 compounds, 0.53% hits; AID 588579, 2011; note: % is set by controls: 0 for no effect and ±100 for the full control effect
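50 nM final substrate added after 15 min RT preincubation of 10 nM Pol kappa with compound; fluorescence read at 0 and 10 min.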
POLB inh = qHTS Assay for Inhibitors of DNA Polymerase Beta. Potency, µM (series often up to 114 µM), without a hit: at the highest dose activity change, negative = inhibition, actives largely listed as inhibitors. 340,000 compounds, 1.3% hits. AID 485314, 2010. P06746. Pol beta primer extension/strand displacement, fluorescence kinetic; note: % is set by controls: 0 for no effect and ±100 for the full control effect
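Curves were derived by four-parameter Hill fits of normalized qHTS data. The kinetic fluorescent primer-extension read was taken at 0 and 10 min after 50 nM substrate, following a 15 min room-temperature preincubation of 10 nM enzyme with compounds.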
APE1 inh = qHTS Assay for Inhibitors of the Human Apurinic/apyrimidinic Endonuclease 1 (APE1); DNA repair nuclease/redox regulator APEX1 (Homo sapiens), P27695; recombinant APE1, TAMRA/BHQ-2 abasic DNA cleavage fluorescence; Potency, µM (titrated, usually from 65.8 µM), inactives show at the highest dose activity change, negative = inhibition, actives largely listed as inhibitors; 350,000 compounds, 0.35% hits;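 note: plate controls were vehicle for no effect and reference inhibitor for full effect; nearly all actives have a fitted effect of over 55% in size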
Target sequence (P27695 whole entry, looked up): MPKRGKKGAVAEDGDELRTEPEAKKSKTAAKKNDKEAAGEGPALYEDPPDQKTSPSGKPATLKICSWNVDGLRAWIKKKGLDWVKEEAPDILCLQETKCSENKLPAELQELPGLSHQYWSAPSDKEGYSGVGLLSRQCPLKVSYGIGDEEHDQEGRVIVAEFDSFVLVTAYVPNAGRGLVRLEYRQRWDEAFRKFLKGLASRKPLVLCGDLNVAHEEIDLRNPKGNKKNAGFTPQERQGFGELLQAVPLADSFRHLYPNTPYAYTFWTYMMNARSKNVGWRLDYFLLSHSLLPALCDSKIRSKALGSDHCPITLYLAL
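Substrate: short duplex with […] THF abasic site, 5'-TAMRA and 3'-BHQ-2, 50 nM final. APE1 at 0.75 nM, preincubated 15 min RT with compound. Fluorescence increase from first to third read measured activity.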
POLI inh = qHTS for Inhibitors of Polymerase Iota. Pol iota fluorescent replication assay, 10 min. Potency, µM (top dose mostly 115 µM), for the others: at the top dose activity, negative = inhibition, actives largely listed as inhibitors. 390,000 compounds, 1% hits
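Pol iota at 10 nM preincubated 15 min with compounds at room temperature; reaction started with fluorescent substrate, 50 nM final. Fluorescence read kinetically at 0 and 10 min; buffer-only wells as negative control.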
BAZ2B inh = qHTS Assay for Inhibitors of BAZ2B; Bromodomain adjacent to zinc finger domain protein 2B (Homo sapiens), Q9UIF8; AlphaScreen BAZ2B-H3K14Ac peptide displacement; Potency, µM (series often up to 114 µM), without a hit: at the highest dose activity change, negative = inhibition, usual class: inhibitors; 360,000 compounds, 4.4% hits; AID 504333, 2011; note: % is set by controls: 0 for no effect and ±100 for the full control effect; nearly all actives have a fitted effect of over 60% in size
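BAZ2B 50 nM plus b-H3(5-23)K14Ac 50 nM, PBS pH 7.4/0.01% Tween-20, 30 min RT; compound added (max 110 uM), 30 min RT; streptavidin donor/Ni-chelate acceptor beads 10 ug/mL final, 20 min dark; AlphaScreen read.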
Anesthetic bind = qHTS Assay for Identification of Novel General Anesthetics | AID 485281, 2010 | 350,000 compounds, 0.074% hits | Ferritin light chain (Equus caballus), P02791 | Potency, µM (titrated, usually from 77.5 µM), for the others: at the top dose activity change, negative = displacement, most hits filed as inhibitors | apoferritin/1-aminoanthracene competitive binding, fluorescence; note: % is set by controls: 0 for no effect and ±100 for the full control effect; nearly all actives have a fitted effect of over 20% in size
Target sequence (P02791 2-175 limits assumed): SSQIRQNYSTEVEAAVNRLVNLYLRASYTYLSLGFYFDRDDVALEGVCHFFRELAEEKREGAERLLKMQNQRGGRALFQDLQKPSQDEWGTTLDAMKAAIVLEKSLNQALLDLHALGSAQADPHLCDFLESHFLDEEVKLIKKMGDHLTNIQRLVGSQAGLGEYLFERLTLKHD
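In PBS, apoferritin at 10 uM is loaded with 1-AMA from a 50% saturated solution. After 10 min of compound exposure at ambient temperature, reduced 535 nm fluorescence indicates probe displacement.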
G9a block = qHTS Assay for Inhibitors of Histone Lysine Methyltransferase G9a; Histone-lysine N-methyltransferase EHMT2 (Homo sapiens), Q96KQ7; G9a H3K9 monomethylation, AlphaScreen, 2 h; Potency, µM (series often up to 102 µM), for the others: top-dose activity, negative = inhibition, actives largely listed as inhibitors; 350,000 compounds, 8.8% hits; AID 504332, 2011; note: % is set by controls: 0 for no effect and ±100 for the full control effect; nearly all actives have a fitted effect of over 75% in size
Target sequence (Q96KQ7 913-1193 limits assumed): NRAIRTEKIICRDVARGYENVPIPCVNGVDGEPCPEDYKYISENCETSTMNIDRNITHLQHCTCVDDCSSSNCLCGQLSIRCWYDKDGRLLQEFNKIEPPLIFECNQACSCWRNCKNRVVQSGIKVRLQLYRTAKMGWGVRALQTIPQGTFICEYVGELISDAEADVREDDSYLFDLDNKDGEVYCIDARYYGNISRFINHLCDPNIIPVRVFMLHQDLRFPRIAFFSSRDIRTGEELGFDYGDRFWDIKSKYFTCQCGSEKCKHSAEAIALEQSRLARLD
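G9a (20 nM) was preincubated 15 min with compound, then reacted 2 h at room temperature with 500 nM biotin-H3K9 peptide and 20 µM SAM. Monomethyl-H3K9 detected by AlphaScreen using anti-H3K9me1 antibody.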
POLH inh = qHTS for Inhibitors of Polymerase Eta; DNA polymerase eta (Homo sapiens), Q9Y253; recombinant Pol eta, fluorescent DNA replication assay; Potency, µM (top dose mostly 114 µM), for the others: top-dose activity change, negative = inhibition, most hits filed as inhibitors; 390,000 compounds, 1.2% hits; AID 588591, 2011; note: % is set by controls: 0 for no effect and ±100 for the full control effect
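Pol eta (10 nM) was preincubated with compounds for 15 min at room temperature, after which fluorescent replication substrate (50 nM final) was added to start the reaction. Fluorescence was read kinetically at 0 and 10 min.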
The depositor's hits bear a star; u = inconclusive; x = not tested or not shown; [ ] = another dose, or the depositor's remark. Calls come from the whole dose curve; as a rule, active = well fitted curve in the direction sought with a large enough effect; inconclusive = small, poorly fitted or top-dose-only effect, or another doubt; inactive = no such curve, though single readings can be large; an effect the other way counts as inactive or inconclusive. Potency is the fitted concentration of half-maximal effect.

SMILES	BLM inh	POLK inh	POLB inh	APE1 inh	POLI inh	BAZ2B inh	Anesthetic bind	G9a block	POLH inh
COCCCNC(=O)CN(CCc1ccccc1)S(=O)(=O)c1ccc(OC)cc1	-0.8%	-5.0%	16.9%	16.4%	67.2%[activator]	-3.4%	-11.5%	8.1%	0.1%
O=C(N/C=C/n1cnc2cc(C(F)(F)F)ccc21)c1ccccc1	-5.5%	-13.4%	0.2%	-0.5%	78.0%[activator]	0.8%	-15.7%	-0.1%	-8.2%
COC(=O)c1ccccc1NC(=O)c1nc(SCc2ccccc2C)ncc1Cl	0.9%	-4.1%	11.3%	x	-11.4%	-2.4%	-1.0%	3.7%[59 µM]	x
COCc1nnc(SCC(=O)NCc2ccccc2)n1-c1ccccc1	-4.1%	-8.7%	2.0%	-0.5%	-3.3%	2.7%	-10.1%	-2.7%[59 µM]	5.6%
NS(=O)(=O)c1ccc(CCNC(=O)CN2CCCCCC2)cc1	-7.3%	-1.9%	-22.4%	-1.2%	0.2%	1.3%	-3.0%	6.0%	-8.8%
N=C(N)SCc1ccc(Cl)cc1Cl	7.0%	2.5%	9.6%	-5.9%	u	1.8%	7.5%	-40.7%	-1.2%
Cc1ccc(-c2nc(CSCC(=O)NCc3cccnc3)c(C)o2)cc1	2.1%	-9.1%	3.2%	-1.8%	-2.2%	-37.5%	-10.6%	39.8%[59 µM]	2.8%
N#CCN(C(=O)COC(=O)CCCNC(=O)c1ccc(Cl)cc1)c1ccccc1	x	0.3%	x	15.7%	21.8%	-2.4%	x	-8.6%[12.7 µM]	-5.1%
CCCCC(CC)CNC(=O)c1ccc2c(=O)n(CCOC)c(=O)[nH]c2c1 (stereo unspecified)	-5.3%	1.3%	43.2%	x	8.0%	4.5%	-3.6%	1.0%[59 µM]	-8.0%
O=C(C1=C[C@H](c2ccc3c(c2)OCO3)C[C@H](OCc2ccc(CO)cc2)O1)N1CCCCCCC1	-7.2%	-17.7%	-24.7%	-0.2%	-9.7%	-33.0%	-11.3%	-7.2%[59 µM]	-8.1%
CCN(CCCNC(=O)C1c2ccccc2C(=O)N(CCOC)C1c1ccc(F)cc1)Cc1ccccc1 (stereo unspecified)	0.7%	-3.2%	0.3%	-4.7%	67.9%[activator]	-5.0%	-3.6%	-0.4%	-2.2%
C/C(=N\Nc1ncc(Br)cn1)c1cccc([N+](=O)[O-])c1	-4.4%	3.6%	28.1%	-13.2%	34.9%[activator]	4.1%	-13.5%	x	-9.9%
CCOc1ccc(-c2ccc(SCC(=O)Nc3nnc(C)s3)nn2)cc1	-2.2%	6.8%	-0.2%	-3.7%	69.8%[activator]	-2.1%	-7.5%	17.4%[59 µM]	-16.5%
Cc1c(C(=O)O)oc2ccc(S(=O)(=O)NCCC3=CCCCC3)cc12	3.5%	-7.3%	2.6%	13.6%	-13.7%[58.9 µM]	5.2%	5.3%	-42.9%[59 µM]	-6.1%
COC(=O)COc1coc(CN2CCN(c3cccc(Cl)c3)CC2)cc1=O	-1.1%	7.8%	2.8%	18.1%	13.4%	-13.6%	-5.7%	u	-11.7%
O=C(CSc1nnc2scc(-c3ccccc3)n12)N1CCCc2ccccc21	0.0%	-3.2%	3.0%	-0.5%	10.8%	-27.5%	-14.9%	3.8%[12.7 µM]	-6.0%
COc1ccccc1N1C(=O)C2C3C=CC(CC3)C2C1=O (stereo unspecified)	-0.8%	6.2%	79.2%	1.6%	27.4%	u	-16.7%	x	-3.5%
CC(N)=NCCCC(N)C(=O)O (stereo unspecified)	x	x	-5.1%[57.1 µM]	-0.5%	-3.3%[58.9 µM]	x	x	23.2%[12.7 µM]	0.1%[57.1 µM]
COc1ccc(COC(=O)C2CCN(S(=O)(=O)c3ccc(OC)c(OC)c3)CC2)cc1	x	-9.7%	x	-8.9%	1.1%	-6.9%	x	11.0%[12.7 µM]	-9.9%
CCOc1ccccc1C1CC(c2ccccc2)Nc2nc(N)nn21 (stereo unspecified)	-2.1%	15.8%	2.9%	-3.1%	-9.8%	5.3%	-17.3%	u	-3.2%
COc1ccccc1NC(=O)c1ccc([N+](=O)[O-])cc1[N+](=O)[O-]	-0.6%	-2.9%	-2.2%	0.0%	63.2%[activator]	u	-11.1%	17.7%[59 µM]	-12.8%
CCOC(=O)C1CCN(Cc2cc(=O)oc3c(C)c(C)ccc23)CC1	-1.0%	2.2%	8.8%	12.1%	31.3%[activator]	3.4%	-15.6%	-4.4%	-7.8%
CCCCNC(=S)NNC(=O)c1csc2c1CCC(C)C2 (stereo unspecified)	4.5%	2.9%	-2.1%	-4.3%	21.0%	3.5%	u	15.8%	-22.7%
O=c1[nH]cnc2sc3c(c12)CN(Cc1ccccc1)CC3	-1.0%	-7.3%	3.1%	-5.9%	143.8%[activator]	0.2%	10.2%	25.1µM*	-12.6%
CCCCNC(=O)COC(=O)CCC(=O)c1cccs1	2.8%	-4.8%	1.9%	19.8%	6.3%	-4.8%	-12.0%	u	-16.1%
COc1ccc(-c2nc3ccccc3c(=O)n2CCOc2cc(C)ccc2C)cc1	-10.8%	7.1%	-0.2%	0.6%	31.6%[activator]	9.1%	-5.9%	51.5%[activator][59 µM]	-10.4%
Cc1occc1-c1nnc(SCC(=O)c2ccc3c(c2)OCCO3)n1CC1CCCO1 (stereo unspecified)	-5.0%	9.6%	-0.6%	-2.4%	2.6%	-21.1%	-11.2%	11.4%[12.7 µM]	-4.9%
CC(=O)c1ccc(NC(=O)CN2CCN(CC(=O)Nc3ccc(C(C)=O)cc3)CC2)cc1	0.3%	-17.5%	8.1%	3.7%	-9.0%	4.5%	0.9%	-4.7%	-0.7%
O=C(NCc1ccccc1F)C(=O)NCC(c1ccco1)S(=O)(=O)c1ccccc1 (stereo unspecified)	0.4%	-8.3%[60.1 µM]	-18.7%	x	0.9%	-4.7%	-3.0%	-10.1%[59 µM]	-9.3%
Cc1cnc(C(=O)Nc2ccccc2-n2cccc2)cn1	1.6%	-4.6%	-10.2%	2.6%	-17.7%	-10.9%	2.0%	u	-3.5%

Brought forward from above: four compounds, followed by the next part.
SMILES	BLM inh	POLK inh	POLB inh	APE1 inh	POLI inh	BAZ2B inh	Anesthetic bind	G9a block	POLH inh
Cc1occc1-c1nnc(SCC(=O)c2ccc3c(c2)OCCO3)n1CC1CCCO1 (stereo unspecified)	-5.0%	9.6%	-0.6%	-2.4%	2.6%	-21.1%	-11.2%	11.4%[12.7 µM]	-4.9%
CC(=O)c1ccc(NC(=O)CN2CCN(CC(=O)Nc3ccc(C(C)=O)cc3)CC2)cc1	0.3%	-17.5%	8.1%	3.7%	-9.0%	4.5%	0.9%	-4.7%	-0.7%
O=C(NCc1ccccc1F)C(=O)NCC(c1ccco1)S(=O)(=O)c1ccccc1 (stereo unspecified)	0.4%	-8.3%[60.1 µM]	-18.7%	x	0.9%	-4.7%	-3.0%	-10.1%[59 µM]	-9.3%
Cc1cnc(C(=O)Nc2ccccc2-n2cccc2)cn1	1.6%	-4.6%	-10.2%	2.6%	-17.7%	-10.9%	2.0%	u	-3.5%
CCc1cccc(CC)c1NC(=O)C(CC)Sc1nc2ccncc2[nH]1 (stereo unspecified)	1.6%	-8.1%	16.4%	41.6%[activator]	5.0%	-28.1%	u	u	-4.9%
COc1ccccc1OCCNc1nc2c(c(=O)n(C)c(=O)n2C)n1C	4.2%	-2.7%	6.9%	-0.1%	17.7%	11.8%	2.9%	18.6%[59 µM]	9.6%
Cc1ccc(C)c(NC(=O)C[n+]2ccccc2)c1	1.2%	-14.6%	-15.6%	12.3%	72.3%[activator]	-3.6%	-2.2%	-6.0%	1.5%
Cc1ccccc1-n1nnnc1SCc1csc(-c2ccccc2)n1	-6.6%	-13.9%	1.3%	-0.2%	-44.7%	18.2%	6.1%	4.5%[59 µM]	-16.0%
Cc1sc2nc(CSCC(=O)Nc3c(F)cccc3F)[nH]c(=O)c2c1C	x	-11.7%	x	10.7%	34.8%[activator]	8.7%	x	14.6%[2.33 µM]	-15.0%
CCOC(=O)Cn1c(=O)oc2cc(S(=O)(=O)N3CCN(C(=O)OCC)CC3)ccc21	-3.3%	-11.7%	-0.6%	-16.8%	-7.1%	3.2%	13.1%	7.2%	1.5%
COCCn1c(N)c(N(Cc2ccccc2)C(=O)C2CCCC2)c(=O)[nH]c1=O	-2.5%	-4.7%	-16.6%	6.7%	133.5%[activator]	-10.3%	-4.7%	19.8%[59 µM]	-22.6%
Cc1c(C(=O)NCc2cccnc2)oc2ccc(S(=O)(=O)N3CCCCC3)cc12	1.1%	-5.1%	5.8%	16.5%	6.2%	-1.8%	-10.3%	-8.7%[59 µM]	-9.7%
COC(=O)c1cn(C)c2ccc(S(=O)(=O)N3CCOCC3)cc2c1=O	0.3%	4.4%	-7.8%	0.2%	44.2%[activator]	-13.6%	-4.4%	8.6%	-20.1%
CSCCC(NS(=O)(=O)c1c(Cl)cccc1Cl)C(=O)O (stereo unspecified)	-0.6%	-11.3%	-1.0%	u	36.9%[activator]	-25.1%	-1.0%	u	-2.9%
O=C(Nc1cccc(S(=O)(=O)N2CCOCC2)c1)C1CC(=O)N(c2ccc3c(c2)OCCO3)C1 (stereo unspecified)	x	104.3%[activator]	x	-10.9%	7.4%	8.0%	x	u	-15.5%
Clc1cccc(NCc2nnc3n2CCCCC3)c1	1.0%	-0.4%	19.8%	6.7%	-14.4%	-12.7%	-9.1%	-0.5%	3.7%
CCOc1cc(S(=O)(=O)NCc2ccc(OC)cc2)c(OCC)cc1-n1cnnn1	2.1%	-0.5%	0.0%	3.6%	14.7%	10.1%	-12.9%	21.9%[12.7 µM]	-3.8%

Only part of the results is shown; count on the stated rates, not on these rows.
